High-throughput results deposited in PubChem BioAssay by several laboratories.
NFkB transloc pot: enhances IL-1B driven NFkB nuclear translocation; HUVEC IL-1B NFkB p65 nuclear translocation imaging; activation, % at 2 µM; 94,000 tested, 0.3% active;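 active = activation above 40%, about the mean plus 3 SD, also judged a hit on visual image review; inconclusive = activation above 40% but not a hit on visual review; inactive = activation not above 40% and no visual hit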;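 also: percent activation is computed from the nuclear over cytoplasmic p65 intensity ratio; values of inactives mirror those of a sister screen read the other way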
Bcl-B displacement: displacers of TR3 peptide from Bcl-B, primary screen, selectivity assay for Bfl-1 inhibitor project, biochemical, fluorescence polarization. FP displacement of FITC-TR3 peptide from Bcl-B; higher % means a stronger effect. displacement, % at 20 µM; hits with a dose series show IC50 in µM. 96,000 tested, 0.11% active. AID 748;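 active = displacement above 50% at 20 µM plus a fluorescence interference ratio under 1.5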;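 also: plate controls were wells without compound for no effect and wells lacking Bcl-B protein for full effect; a part of the inactive calls stands beside numbers as strong as those of hits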
NFkB transloc inh: blocks IL-1B driven NFkB nuclear translocation in HUVEC cells; inhibition, % at 2 µM; 94,000 tested, 0.43% active; HUVEC IL-1B NFkB p65 nuclear translocation imaging;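 active = inhibition above about 30% together with a positive call from visual inspection of the well image, limit read from the data; inconclusive = inhibition above a set limit but visual check negative; inactive = inhibition not above a set limit, visual check negative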;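 also: nuclear over cytoplasmic p65 intensity ratio measured by imaging; 0% = IL-1B stimulated DMSO wells and 100% = unstimulated DMSO wells; values of inactives mirror those of a sister screen read the other way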
MRP reversal: MRP-mediated drug resistance reversal; H69AR cells + 2 uM doxorubicin, CellTiter-Glo, 72 h; differential viability (reversal), % at 10 µM; 85,000 tested, 0.04% active;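 active = viability drop by adding the cancer drug above about 55%, with treated viability meeting a 40% cutoff, limit read from the data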;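 also: viability without doxorubicin minus viability with 2 µM doxorubicin for each compound; larger differential means the compound sensitizes cells more to doxorubicin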
PLAP inhibition: PLAP enzyme inhibitors, biochemical, luminescence, HTS (AID 690) | purified PLAP, luminescent substrate; higher % means a stronger effect | 96,000 tested, 0.08% active | one-dose inhibition, % at 20 µM; IC50 in µM for titrated hits; in the data active = a potency from the dose series; inactive = the rest, 99 in 100 with inhibition below about 30%; also: strong numbers were not always called active
MRP reversal cytotoxicity: also measured in MRP reversal; calls as there; viability, %; H69AR cells, CellTiter-Glo, 72 h; measured here: cytotoxicity without doxorubicin
MRP reversal with doxorubicin: second read-out of MRP reversal, no call of its own (marks repeat the call); viability, %; measured here: viability with 2 uM doxorubicin; active compounds read low
NFkB transloc inh cell count 2 µM: also measured in NFkB transloc inh; calls as there; cell count; measured here: cells passing quality filter;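 raw number of nuclei counted in each imaged well without normalization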
NFkB transloc pot cell count 2 µM: further read-out of NFkB transloc pot, marked with its call; cell count; measured here: cells passing quality filter
* hit, by the source's call; ? = inconclusive; / = no result given. A portion of the library (hit frequency here may not be typical).

SMILES | NFkB transloc pot | NFkB transloc pot cell count 2 µM | Bcl-B displacement | NFkB transloc inh | NFkB transloc inh cell count 2 µM | MRP reversal | MRP reversal cytotoxicity | MRP reversal with doxorubicin | PLAP inhibition
CCn1ncc(C2=NOC(C(=O)Nc3cnn(C45CC6CC(CC(C6)C4)C5)c3)C2)c1C (configuration not stated) | -25 | 134 | -11% | 25 | 134 | -3 | 91 | 95 | -37%
O=C(CSc1ncn[nH]1)Nc1nc(-c2ccccc2)ns1 | 22 | 136 | 0% | -22 | 136 | -32 | 93 | 125 | -60%
CCc1ccccc1NC(=O)c1nnn(CC(=O)Nc2cccc(C)c2)c1N | 2 | 172 | -1% | -2 | 172 | 0 | 92 | 93 | 10%
COCCCNC(=O)c1cn(CC(C)C)c(=O)c2c1c1ccccc1n2C | / | / | -2% | / | / | -17 | 73 | 90 | -45%
CCC1(C)Cc2ccccc2-c2nc3n(c(=O)c21)CC(C(=O)O)S3 (configuration not stated) | 5 | 88 | 0% | -5 | 88 | -13 | 86 | 99 | -57%
CCCc1n[nH]c2c1/C(=N/O)CC(c1ccccc1)C2 (configuration not stated) | -2 | 148 | -2% | 2 | 148 | -24 | 50 | 74 | 7%
O=C(Nn1cnnc1)C(Sc1ccccc1)c1ccccc1 (configuration not stated) | 37 | 125 | 0% | -37 | 125 | -14 | 87 | 101 | 3%
CN(C)/C=C/C(=O)c1ccc(F)cc1 | 0 | 105 | 0% | 0 | 105 | / | / | / | 5%
CN(C1CCS(=O)(=O)C1)S(=O)(=O)c1ccc(C2CCCCC2)cc1 (configuration not stated) | -2 | 141 | -11% | 2 | 141 | 2 | 97 | 95 | 15%
CCOc1ccc(N(CC(=O)NCc2ccccc2OC)S(C)(=O)=O)cc1 | -5 | 100 | 0% | 5 | 100 | 2 | 73 | 71 | -27%
CS(=O)(=O)N(CC(=O)NCCSc1ccccc1)c1ccc2c(c1)OCO2 | -6 | 178 | -4% | 6 | 178 | 20 | 98 | 78 | 9%
Cc1cc2c(cc1C)CSC(c1ccc3ccccc3c1O)SC2 | 4 | 148 | -14% | -4 | 148 | 11 | 38 | 27 | -19%
O=C(Nc1ccc(N2CCOCC2)cc1)c1cc2ccccc2o1 | / | / | -6% | / | / | 8 | 94 | 86 | -26%
COC(=O)c1ccc(N2C(=O)CC(NCc3ccccc3)C2=O)cc1 (configuration not stated) | -7 | 83 | -1% | 7 | 83 | 5 | 92 | 87 | -25%
O=C1CC(SC(=Nc2ccccc2)Nc2ccccc2)C(=O)N1c1ccc(Cl)cc1 (configuration not stated) | -3 | 143 | 3% | 3 | 143 | / | / | / | -5%
CC(=O)Nc1cccc(C(=O)Nc2ccccc2C(=O)O)c1 | 18 | 163 | -5% | -18 | 163 | -6 | 90 | 96 | -18%
CN(C)S(=O)(=O)c1ccc(C(=O)OCCCN=C2NS(=O)(=O)c3ccccc32)cc1 | 16 | 171 | -14% | -16 | 171 | 3 | 99 | 95 | 21%
COC(=O)c1ccccc1NC(=O)C(C)Oc1ccccc1 (configuration not stated) | -1 | 147 | / | 1 | 147 | 9 | 95 | 85 | /
CCCOC(=O)CC1C(=O)NCCN1Cc1ccc(F)cc1 (configuration not stated) | -20 | 150 | -13% | 20 | 150 | 4 | 102 | 98 | 16%
CCN(CC)C(=O)CNC(=O)Cc1ccc(Cl)cc1 | -1 | 170 | 0% | 1 | 170 | 10 | 100 | 90 | -22%
CC(=O)N1CCN(c2ccc([N+](=O)[O-])c(NCC3CCCO3)c2)CC1 (configuration not stated) | 6 | 193 | 3% | -6 | 193 | / | / | / | 35%
Cc1onc(-c2c(Cl)cccc2Cl)c1C(=O)NCc1ccco1 | 14 | 114 | -9% | -14 | 114 | 22 | 98 | 76 | -4%
CN1C(=O)c2cccc3c(S(=O)(=O)NCc4ccco4)ccc1c23 | -10 | 89 | 1% | 10 | 89 | 13 | 73 | 60 | 10%
Cc1oc2ncnc(N)c2c1C | -2 | 180 | 5% | 2 | 180 | 12 | 95 | 83 | 16%
CCOc1ccc(N2CC(C(=O)Nc3ccccc3N3CCOCC3)CC2=O)cc1 (configuration not stated) | 31 | 61 | 1% | -31 | 61 | 19 | 101 | 83 | -55%
c1csc(CN2CCOCC2)c1 | -10 | 163 | -4% | 10 | 163 | 15 | 95 | 79 | 12%
Cc1ccc(C)c(NC(=O)CN(C)S(=O)(=O)c2ccccc2)c1 | 4 | 143 | -10% | -4 | 143 | -16 | 94 | 109 | 8%
Cc1cccc(-c2noc(CSc3ccccc3)n2)c1 | 14 | 156 | -4% | -14 | 156 | 9 | 99 | 90 | -2%
CCOc1ccc(-n2cc(C(=O)N3CCN(C)CC3)c3cc(OC)c(OC)cc3c2=O)cc1 | -8 | 99 | -1% | 8 | 99 | 17 | 93 | 76 | -52%
COC(=O)Cc1cc(=O)oc2cc(OC)ccc12 | 1 | 108 | 0% | 0 | 108 | / | / | / | 15%
COC(=O)C1CCN(C(=O)C2CCCCC2)CC1 | 4 | 159 | 4% | -4 | 159 | 5 | 101 | 97 | 8%
COc1cc(C(=O)Nc2nc3ccc(C)cc3s2)ccc1OCc1c(C)noc1C | -2 | 119 | -10% | 2 | 119 | / | / | / | -3%
Cc1ccccc1NC(NC(=O)c1cccs1)C(Cl)(Cl)Cl (configuration not stated) | ? | / | -12% | -50 | 110 | / | / | / | 16%
CCOc1ccc(CCNC(=O)C2CCN(c3nnc(-n4cccc4)s3)CC2)cc1OCC | 23 | 141 | 4% | -23 | 141 | -20 | 40 | 60 | -27%
Cc1ccc(-c2cc(C(F)(F)F)n3ncc(C(=O)NCc4ccco4)c3n2)cc1 | 4 | 102 | 2% | -4 | 102 | -6 | 63 | 70 | 3%
Cn1c2ccccc2c2nnc(SCc3ccc4nonc4c3)nc21 | 15 | 155 | -2% | -15 | 155 | -12 | 63 | 76 | 14%

Pulled by structure from above, six records:
SMILES | NFkB transloc pot | NFkB transloc pot cell count 2 µM | Bcl-B displacement | NFkB transloc inh | NFkB transloc inh cell count 2 µM | MRP reversal | MRP reversal cytotoxicity | MRP reversal with doxorubicin | PLAP inhibition
COC(=O)C1CCN(C(=O)C2CCCCC2)CC1 | 4 | 159 | 4% | -4 | 159 | 5 | 101 | 97 | 8%
CCOc1ccc(-n2cc(C(=O)N3CCN(C)CC3)c3cc(OC)c(OC)cc3c2=O)cc1 | -8 | 99 | -1% | 8 | 99 | 17 | 93 | 76 | -52%
COc1cc(C(=O)Nc2nc3ccc(C)cc3s2)ccc1OCc1c(C)noc1C | -2 | 119 | -10% | 2 | 119 | / | / | / | -3%
Cc1ccc(-c2cc(C(F)(F)F)n3ncc(C(=O)NCc4ccco4)c3n2)cc1 | 4 | 102 | 2% | -4 | 102 | -6 | 63 | 70 | 3%
Cc1ccccc1NC(NC(=O)c1cccs1)C(Cl)(Cl)Cl (configuration not stated) | ? | / | -12% | -50 | 110 | / | / | / | 16%
Cc1cccc(-c2noc(CSc3ccccc3)n2)c1 | 14 | 156 | -4% | -14 | 156 | 9 | 99 | 90 | -2%

Remaining list, next part:
SMILES | NFkB transloc pot | NFkB transloc pot cell count 2 µM | Bcl-B displacement | NFkB transloc inh | NFkB transloc inh cell count 2 µM | MRP reversal | MRP reversal cytotoxicity | MRP reversal with doxorubicin | PLAP inhibition
Cc1cc(C)c(NS(=O)(=O)c2ccc(Cl)c(C(=O)O)c2)c(C)c1 | 8 | 136 | 11% | -8 | 136 | 3 | 91 | 88 | -23%
N#Cc1c(N)nc(SCC(=O)NC2CCCCC2)c(C#N)c1-c1ccc(Cl)cc1 | -13 | 179 | -1% | 13 | 179 | 8 | 36 | 28 | 6%
COc1ccc(NS(=O)(=O)c2c(C)[nH]c(=O)[nH]c2=O)c(OC)c1 | 4 | 159 | -2% | -4 | 159 | 2 | 94 | 92 | -14%
Cc1ccc(NC=C(S(=O)(=O)c2ccccc2)S(=O)(=O)c2ccccc2)c(C)c1 | 4 | 150 | -1% | -4 | 150 | / | / | / | 2%
Cn1nnnc1SCC(=O)NC(=O)Cc1ccccc1 | 5 | 107 | 12% | -5 | 107 | -4 | 97 | 102 | 5%
CCN1CCN(c2ncnc3c2sc(=S)n3-c2ccccc2)CC1 | / | / | 0% | / | / | 4 | 105 | 100 | -13%
O=C(Nc1cccc2ccccc12)NC1CCCc2ccccc21 (configuration not stated) | 3 | 224 | -5% | -3 | 224 | / | / | / | 18%
COC(=O)c1ccccc1N1C(=O)C2C(C1=O)[C@H]1C=C[C@@H]2C1 (some centres not stated) | -1 | 98 | 3% | 1 | 98 | -6 | 99 | 105 | 4%
CC(C)(C)NC(=O)c1cccc(NC(=O)c2ccc(NC(=O)c3ccco3)cc2)c1 | -6 | 84 | -2% | 6 | 84 | -13 | 33 | 45 | -58%
CCn1ccnc1C(O)c1cccc(OC)c1 (configuration not stated) | 1 | 94 | 9% | -1 | 94 | -7 | 98 | 104 | 0%
Cc1cc2c(cc1C)NC1(C(=O)Nc3ccccc31)C1=C(CC(C)(C)CC1=O)N2 (configuration not stated) | 19 | 146 | -7% | -19 | 146 | 0 | 84 | 84 | -41%
COc1ccc(N2CCN(C(=O)CN3C(=O)C4CC=CCC4C3=O)CC2)cc1 (configuration not stated) | -3 | 154 | -15% | 3 | 154 | 3 | 96 | 93 | -10%
Nc1c(C(=O)NC2CC2)c2nc3ccccc3nc2n1-c1ccc2c(c1)OCO2 | 21 | 123 | 10% | -21 | 123 | -6 | 59 | 65 | 2%
CCS(=O)(=O)N1CCN(c2ccc([N+](=O)[O-])c(NC(C)c3ccccc3)c2)CC1 (configuration not stated) | 22 | 184 | -5% | -22 | 184 | / | / | / | -8%
NC(=O)C1CCN(C(=O)C2CCN(S(=O)(=O)c3ccccc3)CC2)CC1 | -5 | 187 | -1% | 5 | 187 | 6 | 100 | 94 | 5%
COc1ccc(/C=C/C(=O)Nc2ccccc2C(F)(F)F)cc1OC | 3 | 136 | -8% | -3 | 149 | / | / | / | 7%
CCCCCCSc1nsc(NC(C)=O)n1 | -3 | 103 | -4% | 3 | 103 | -4 | 99 | 103 | 7%
S=c1[nH]nc(-c2ccccc2)n1Cc1ccccc1 | -2 | 132 | -15% | 2 | 132 | -2 | 97 | 99 | 2%
COC(=O)c1cccnc1NC(=S)NNC(=O)c1ccccc1 | 2 | 128 | 3% | -2 | 128 | 5 | 82 | 78 | 10%
Cc1cccc(N2CCN(CC(=O)Nc3nccs3)CC2)c1C | 4 | 158 | -8% | -4 | 158 | / | / | / | -134%
Nc1nonc1C(=O)NCCNCc1cc(Br)ccc1OCc1ccc(F)cc1 | 27 | 172 | 1% | -27 | 172 | 0 | 51 | 50 | 3%
COc1ccccc1C(CC(N)=O)c1ccco1 (configuration not stated) | 6 | 63 | 0% | -6 | 63 | -8 | 98 | 106 | 10%
Cc1ccc(C)n1-c1ccc(N2CCOCC2)nc1 | -2 | 82 | 6% | 2 | 82 | -25 | 94 | 119 | -9%
CCCSc1nc(N)cc(=O)[nH]1 | / | / | -4% | / | / | 5 | 102 | 97 | -11%
Cc1ccc(C(C(=O)NCc2ccco2)N(Cc2ccco2)C(=O)CNC(=O)c2ccco2)cc1 (configuration not stated) | 1 | 94 | 2% | -1 | 94 | 16 | 95 | 79 | -11%
Cc1ccc(SCCC(=O)Nc2cccc(N(C)S(C)(=O)=O)c2)cc1 | 4 | 185 | -28% | -4 | 185 | 5 | 92 | 88 | -59%
CCOc1ccc(CNC(=O)C2CCN(S(=O)(=O)N3CCCC3)CC2)cc1OC | -1 | 55 | 10% | 3 | 55 | / | / | / | -5%
O=C(COc1ccc(Br)cc1)N1CCOCC1 | 15 | 165 | / | -15 | 165 | -7 | 102 | 110 | /
O=C(NCCc1ccc(Cl)cc1)C1CCN(S(=O)(=O)N2CCCCC2)CC1 | 5 | 132 | -79% | -5 | 132 | -5 | 89 | 94 | 2%
O=C1C2C(C(=O)N1/N=C/c1ccco1)C1C=CC2C12CC2 (configuration not stated) | 8 | 154 | 20% | -8 | 154 | / | / | / | -6%
